# TEAD-YAP inh – TEAD-YAP interaction inhibition; AID 1259422; HEK-TIYL cells, TEAD-Gal4/YAP UAS-luciferase luminescence; hit rate 1.4% among 640,000; inhibition, % at 9.12 µM; in the data active = inhibition above about 32%;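 also: 0% = median of test compound wells and 100% = reference inhibitor wells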
# MITF inh – blocks human microphthalmia-associated transcription factor | hit rate 0.91% among 650,000 | AlphaScreen MITF homodimerization, bead proximity signal | inhibition, % at 2.6 µM; in the data active = inhibition above about 50%;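 also: 0% = vehicle wells with protein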
# Target sequence (O75030 whole entry, looked up): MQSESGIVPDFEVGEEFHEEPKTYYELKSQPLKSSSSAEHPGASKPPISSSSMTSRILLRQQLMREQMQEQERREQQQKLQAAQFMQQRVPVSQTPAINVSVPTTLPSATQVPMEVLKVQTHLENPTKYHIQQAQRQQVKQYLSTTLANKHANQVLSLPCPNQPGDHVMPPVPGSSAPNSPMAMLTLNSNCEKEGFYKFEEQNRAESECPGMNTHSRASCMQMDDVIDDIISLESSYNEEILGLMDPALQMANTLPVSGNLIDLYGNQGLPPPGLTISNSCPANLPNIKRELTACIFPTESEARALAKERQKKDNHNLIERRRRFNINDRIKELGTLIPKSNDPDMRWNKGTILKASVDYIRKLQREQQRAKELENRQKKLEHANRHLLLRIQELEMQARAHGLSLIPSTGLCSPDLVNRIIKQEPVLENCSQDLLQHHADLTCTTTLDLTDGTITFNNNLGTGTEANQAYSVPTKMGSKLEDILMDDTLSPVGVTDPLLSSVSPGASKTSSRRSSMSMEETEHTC
# GPR151 activ – activators of human GPR151. Q8TDV0. PathHunter beta-arrestin GPR151 cells, luminescence. activation, % at 11.2 µM. hit rate 1% among 650,000; in the data active = activation above about 4.9%;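 also: 0% = median of compound wells and 100% = cells with positive control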
# Target sequence (Q8TDV0 whole entry, looked up): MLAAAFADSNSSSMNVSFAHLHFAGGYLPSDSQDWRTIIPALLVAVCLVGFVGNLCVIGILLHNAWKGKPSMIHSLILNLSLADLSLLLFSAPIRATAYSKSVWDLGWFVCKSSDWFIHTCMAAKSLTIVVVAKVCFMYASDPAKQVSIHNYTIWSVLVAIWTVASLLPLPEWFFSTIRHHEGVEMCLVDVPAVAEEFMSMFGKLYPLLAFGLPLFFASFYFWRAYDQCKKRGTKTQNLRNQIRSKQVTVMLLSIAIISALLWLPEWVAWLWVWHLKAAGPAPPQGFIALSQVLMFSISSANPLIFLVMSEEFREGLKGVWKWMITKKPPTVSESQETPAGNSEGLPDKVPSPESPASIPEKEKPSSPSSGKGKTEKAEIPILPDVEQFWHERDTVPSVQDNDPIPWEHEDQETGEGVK
# FBW7 activator – activators of human E3 ligase FBW7; hit rate 0.13% among 650,000; normalized activity (activation), % at 26.1 µM; Q969H0; AID 1259310; AlphaScreen FBW7–phospho-cyclin E peptide binding, activator screen; in the data active = normalized activity above about 1.9%;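 also: purified mutant Fbw7 with reduced substrate affinity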
# * hit, by the source's call.
# Start of the data: the first 2 compounds as a preview:
no.	SMILES	TEAD-YAP inh	MITF inh
1	COC(=O)C(C)OC(=O)c1ccc(Cl)c(Cl)c1 (stereo not given)	-9	-5
2	O=C1C=Cc2cc(Br)ccc2/C1=C/c1c(O)n(-c2ccccc2)[nH]c1=O	-16	-7

no.	GPR151 activ	FBW7 activator
1	-1.4	0.0
2	0.0	-0.1

# This part in full, repeating the preview:
no.	SMILES	TEAD-YAP inh	MITF inh
1	COC(=O)C(C)OC(=O)c1ccc(Cl)c(Cl)c1 (stereo not given)	-9	-5
2	O=C1C=Cc2cc(Br)ccc2/C1=C/c1c(O)n(-c2ccccc2)[nH]c1=O	-16	-7
3	N/C(=N\OC(=O)CC1CCCCC1)c1cccc([N+](=O)[O-])c1	0	-13
4	O=C(CN1C(=O)c2ccccc2C1=O)Nc1ccccc1C(F)(F)F	8	6
5	CCCOc1ccc(C2NC(=O)NC(C)=C2C(=O)OC2CCCC2)cc1 (stereo not given)	56*	-8
6	COc1ccc(-c2nn(CCC(=O)O)cc2C=O)cc1	11	13
7	CC1CC(C)CN(C(=O)COC(=O)c2ccc(Cl)cc2N)C1 (stereo not given)	-7	3
8	CCCc1cc(=O)[nH]c(SCC(=O)N2CCCCCC2)n1	6	3

no.	GPR151 activ	FBW7 activator
1	-1.4	0.0
2	0.0	-0.1
3	0.6	-0.1
4	-0.7	-0.1
5	-0.6	0.0
6	2.7	0.1
7	1.0	-0.2
8	-0.1	0.1

# (list continues)
no.	SMILES	TEAD-YAP inh	MITF inh
9	Cc1nc2c(C(=O)NCc3ccc(F)cc3)cnn2c(C)c1Cc1cccc(Br)c1	-9	1
10	CCc1ccccc1NC(=O)c1cccc(-n2cnnn2)c1	3	5
11	CCN(CC)CCNC(=O)CCc1n[nH]c(=O)c2ccccc12	8	-8
12	COc1cc([N+](=O)[O-])cc2sc(NC(=O)c3cccs3)nc12	11	-2
13	CC1CC(C)CN(C(=O)c2cnc3sc4ccccc4n3c2=O)C1 (stereo not given)	-5	-2
14	CCSc1nnc(NC(=O)COc2ccccc2)s1	2	5
15	COc1cn(-c2ccccc2)nc1C(=O)OCc1ccc(C#N)cc1	-8	-4
16	O=C(c1cc2n(n1)C(C(F)(F)F)CC(c1ccc(Br)cc1)N2)N1CCOCC1 (stereo not given)	0	0

no.	GPR151 activ	FBW7 activator
9	0.0	0.0
10	-0.8	0.2
11	-2.4	0.1
12	-0.7	0.0
13	-0.5	0.0
14	2.0	-0.1
15	0.4	-0.2
16	-1.3	-0.2

# The list goes on:
no.	SMILES	TEAD-YAP inh	MITF inh
17	O=C(Nc1ccc(F)c(F)c1)c1cccc([N+](=O)[O-])c1	14	-2
18	Cc1ccnc(N2CCC(C(=O)NNC(=O)c3ccncc3)CC2)n1	7	14
19	Cc1nc2c(-c3cccs3)c(C)nn2c(NCCCO)c1C	-27	1
20	CCOC(=O)CSc1nc2cc(S(=O)(=O)Nc3ccc(OC)cc3)ccc2o1	-4	-7
21	CCOC(=O)/C(C#N)=C/c1c(Oc2cc(C)cc(C)c2)nc2ccccn2c1=O	-5	-13
22	CC(C)CCCN=Cc1c(O)[nH]c(=S)[nH]c1=O	9	-2
23	Cc1ccc2nc(Nc3ccc(Cl)c(C(=O)O)c3)c3nncn3c2c1	0	7
24	COc1cc(OC)c2c3c(c(=O)oc2c1)CCCC3	10	11

no.	GPR151 activ	FBW7 activator
17	0.8	-0.1
18	-0.5	0.9
19	-1.3	0.0
20	0.1	0.3
21	-1.1	0.2
22	-0.1	-0.2
23	0.1	0.1
24	0.4	0.1

# Structures shown so far that contain a thiophene ring, fused or not, in the order listed:
no.	SMILES	TEAD-YAP inh	MITF inh
12	COc1cc([N+](=O)[O-])cc2sc(NC(=O)c3cccs3)nc12	11	-2
19	Cc1nc2c(-c3cccs3)c(C)nn2c(NCCCO)c1C	-27	1

no.	GPR151 activ	FBW7 activator
12	-0.7	0.0
19	-1.3	0.0

# Other results follow:
no.	SMILES	TEAD-YAP inh	MITF inh
25	COc1ccc(Cl)cc1C(=O)N1N=C(C2CC2)CC1(O)C(F)(F)F (stereo not given)	3	10
26	O=S(=O)(Nc1ccc(Br)cc1)c1ccc(C2CCCCC2)cc1	1	6
27	O=C(NCCO)/C(=C/c1ccco1)NC(=O)c1cccc(Br)c1	3	20
28	c1ccc2sc(CCc3nc4ccccc4s3)nc2c1	-33	-2
29	O=C(Nc1nc2c(s1)CCCC2)c1ccc(S(=O)(=O)N2CCCC2)cc1	7	13
30	CCOc1ccc(NC(=O)N(CCC(C)C)C2CCN(C(C)C)CC2)cc1	0	0
31	O=C(Cn1c(=O)oc2cc(S(=O)(=O)N3CCCC3)ccc21)NN1CCOCC1	-20	2
32	CCc1ccccc1NC1=NCC(=O)N1Cc1ccc(OC)cc1	4	1

no.	GPR151 activ	FBW7 activator
25	0.4	0.0
26	-0.8	0.1
27	1.0	0.0
28	-0.4	0.2
29	-0.3	0.2
30	0.9	0.0
31	-0.4	0.1
32	-0.2	0.0

# Following part.
no.	SMILES	TEAD-YAP inh	MITF inh
33	CN(C)c1ccc(NS(=O)(=O)c2ccc([N+](=O)[O-])cc2)cc1	5	7
34	O=C(Nc1cc(Cl)ccc1Oc1ccc2ccccc2c1Br)c1cc(Cl)cc(I)c1O	-5	6
35	CCC(=O)Nc1ccc(C(=O)NNC(=O)CCC(=O)O)cc1	-1	-1
36	O=C(NCCN1CCOCC1)C(=O)NC1CCCCC1	1	-6
37	CCCC(=O)Nc1c(C(=O)Nc2ccc(F)c(F)c2)oc2ccccc12	3	-3
38	COC(=O)CN1C(C)=Nc2ccc(Br)cc2C1c1ccccc1 (stereo not given)	-10	10
39	CC(C)Cn1c(-c2ccc(-c3ccccc3)cc2)csc1=Nc1cccc(C(F)(F)F)c1	10	1
40	Cc1cnc(CNC(=O)CCc2nnc(CCCCc3ccccc3)o2)cn1	3	-3

no.	GPR151 activ	FBW7 activator
33	0.7	-0.1
34	-0.7	0.0
35	0.2	0.4
36	1.9	0.2
37	-1.8	0.1
38	1.3	0.1
39	-0.9	0.1
40	0.7	-0.1

# Remaining list, next part:
no.	SMILES	TEAD-YAP inh	MITF inh
41	Cc1cccc(S(=O)(=O)NCCC(=O)NNC(=O)c2cc(-c3ccccc3)n[nH]2)c1	10	4
42	Cc1ccc2oc(=O)c3cnn(CC(=O)NC4CCC(C)CC4)c3c2c1 (stereo not given)	3	16
43	COc1cccc(NC(=O)c2sc3nc4c(c(-c5ccco5)c3c2N)CCC4)c1	2	0
44	COc1cccc(/C=C2\SC(N)=NC2=O)c1OS(=O)(=O)c1ccccc1	1	-11
45	O=C1OC(c2cccc(F)c2)=N/C1=C\c1cccc(Br)c1	0	4
46	COc1ccccc1/C=C1/C(=O)N(c2ccc(Br)cc2)N=C1C	3	8
47	CC(=O)N1CCN(C(=O)C2CCN(S(=O)(=O)c3ccccc3C(F)(F)F)CC2)CC1	-3	-6
48	Cc1cc(C)cc(N2C(=O)/C(=C/c3ccc4c(c3)OCO4)N=C2c2ccccc2Cl)c1	8	14

no.	GPR151 activ	FBW7 activator
41	1.7	0.1
42	0.1	0.1
43	1.0	0.0
44	-0.3	-0.1
45	-0.2	-0.1
46	-0.7	-0.6
47	-0.9	0.0
48	1.0	0.1

# Other records follow:
no.	SMILES	TEAD-YAP inh	MITF inh
49	O=C(CN(Cc1ccc(F)cc1)S(=O)(=O)c1ccccc1)N1CCc2ccccc2C1	7	11
50	COC(=O)NNC(=O)Nc1cccc(Cl)c1	9	-5
51	COc1ccccc1-n1c(SCc2cccc(F)c2)nc2[nH]ncc2c1=O	-24	-1
52	O=C(N=Nc1c(Cl)cc(Cl)cc1Cl)c1ccc(-n2c(O)c3ccccc3c2O)cc1	2	9
53	CNC(=O)CSc1nccn1Cc1ccc2c(c1)OCO2	1	16
54	Cc1ccc(C2C(C(=O)c3ccco3)=C(O)C(=O)N2CCCN2CCOCC2)o1 (stereo not given)	-3	0
55	Cc1[nH]c2ccccc2c1CCNC(=O)c1c(Cl)cnn1C	3	0
56	COc1cccc(/C=C2/SC(=S)N(C)C2=O)c1OC	-25	2

no.	GPR151 activ	FBW7 activator
49	-1.8	-0.1
50	-0.4	0.8
51	1.6	-0.1
52	0.2	0.3
53	1.0	0.0
54	-0.1	0.0
55	-1.0	-0.2
56	-0.9	0.1

# (cont.)
no.	SMILES	TEAD-YAP inh	MITF inh
57	CC(C)c1ccc(NC(=S)N2CCOCC2)cc1	-18	0
58	Cc1[nH]nc2nc3c(c(-c4cc(C)n(C5CC5)c4C)c12)C(=O)CC(C)(C)C3	-8	2
59	COCCC1C(=O)c2c(n(Cc3ccccc3)c3nc4ccccc4nc23)N=C1C (stereo not given)	5	-6
60	CC(C)NC(=O)c1cnc2scc(-c3ccccc3Cl)n2c1=O	3	4
61	Cc1cccc(CN[C@H]2C[C@H]3C(=O)N[C@@H](CO)C(=O)N3C2)c1	9	8
62	CCOc1ccc2c(c1)-c1c(ssc1=S)C(C)(C)N2C(=O)CSC(=S)N1CCOCC1	9	19
63	CCCCCn1c(=O)[nH]c2cc(C(=O)NC3CCN(Cc4ccccc4)CC3)ccc2c1=O	9	7
64	O=C(Nc1ccc(Nc2ccccc2)cc1)N1CCOCC1	-4	7

no.	GPR151 activ	FBW7 activator
57	0.5	0.0
58	-1.2	-0.1
59	0.9	-0.1
60	-1.3	-0.1
61	-0.7	0.2
62	1.1	-0.2
63	-0.7	0.1
64	-1.2	-0.1

# (listing goes on)
no.	SMILES	TEAD-YAP inh	MITF inh
65	CC1=CC(C)(C)NC(=S)N1c1cccc(F)c1	-3	3
66	COc1ccc(NC(NC(=O)c2cccs2)C(=O)c2ccccc2)cc1 (stereo not given)	-10	14
67	COc1ccccc1N1CCCn2c1nc1c2c(=O)[nH]c(=O)n1C	0	-12
68	CCN(CCO)c1ccc(Nc2ncc(-c3ccccc3N(C)C)n3ccnc23)cc1	-2	15
69	O=C(CSc1nnnn1-c1cccnc1)N(C1CCCCC1)C1CCCCC1	5	9
70	COc1ccc(C(=O)CSc2nnc(Nc3ccccc3F)s2)c(OC)c1	-11	13
71	O=C(Nc1ccccc1)c1c(C(F)(F)F)nc2ccccn12	5	6
72	Cc1ccc(NC2=C(Cl)C(=O)OC2OC(=O)c2ccccc2Br)c(C)c1 (stereo not given)	13	-5

no.	GPR151 activ	FBW7 activator
65	-1.4	-0.1
66	-1.9	0.0
67	1.5	0.2
68	1.5	-0.1
69	-0.4	0.0
70	-0.6	0.5
71	2.4	-0.2
72	0.5	0.1

# The list goes on:
no.	SMILES	TEAD-YAP inh	MITF inh
73	CCOc1ccccc1NC(=O)CN(c1cccc(C)c1C)S(C)(=O)=O	2	-8
74	CCCn1c(=S)[nH]c2cc(C(=O)NCc3ccccc3Cl)ccc2c1=O	4	-1
75	CCN(C(=O)CSc1nc(C)nc2sc(C)c(C)c12)C1CCS(=O)(=O)C1 (stereo not given)	12	0
76	CN(CC(=O)NCC1CCCO1)S(=O)(=O)c1ccc2[nH]c3c(c2c1)CCCC3 (stereo not given)	-11	-1
77	Nc1c(NCCc2ccccc2)c2ccccc2oc1=O	-37	5
78	Cc1cccc(NC(=O)COc2cc(C)cc(C)c2)c1	5	-4
79	CCCCC(=O)N/N=C(\C)CC(=O)Nc1cccc([N+](=O)[O-])c1	-15	-4
80	CCc1ccccc1NC(=O)c1ccc(CSc2ccc(Cl)cc2)cc1	4	-1

no.	GPR151 activ	FBW7 activator
73	0.9	0.1
74	-0.4	-0.2
75	3.8	-0.1
76	-0.3	-0.1
77	2.3	-0.1
78	-1.6	0.0
79	-0.1	-0.1
80	0.3	-0.2

# Later entries.
no.	SMILES	TEAD-YAP inh	MITF inh
81	COc1ccc(-c2nc3ccc(Br)cc3c(=O)o2)c(OC)c1	-5	-1
82	N#CCCN(CC(=O)O)S(=O)(=O)c1ccccc1	12	-1
83	CCOc1cccc(NC(=O)C2CC(=O)N(C)C(=Nc3ccc(C)c(C)c3)S2)c1 (stereo not given)	-6	2
84	O=C(N/N=C\c1ccccc1F)c1cccc2cc[nH]c12	0	-14
85	CCOC(=O)c1ccc(NC(=O)C(=O)NN=C2CCN(C)CC2)cc1	-5	-16
86	COc1cc(Br)c(C2C(C(=O)OCCc3ccccc3)=C(C)NC3=C2C(=O)CC(c2ccccc2)C3)cc1OC (stereo not given)	-10	-9
87	CN(C)CCNC(CC(=O)Nc1ccccc1)C(=O)O (stereo not given)	5	15
88	CC(=O)N1CCc2c(sc(NC(=O)c3cc(=O)c4ccccc4o3)c2C#N)C1	-9	-15

no.	GPR151 activ	FBW7 activator
81	-0.8	0.1
82	0.3	0.0
83	-0.4	0.1
84	-1.0	-0.2
85	-1.8	0.1
86	0.3	0.1
87	0.1	-1.0
88	1.4	0.0

# More records.
no.	SMILES	TEAD-YAP inh	MITF inh
89	COc1ccc2oc(=O)cc(CN3CCN(c4ncccn4)CC3)c2c1	-5	4
90	CCN(CC)C(=O)CN1C(=O)COc2ccc(C)cc21	-2	6
91	Cc1csc2ncc(C(=O)N3CCCC3)c(=O)n12	-3	5
92	Cc1ccc(S(=O)(=O)NCCC(=O)C(C#N)c2ccccn2)cc1 (stereo not given)	0	15
93	NC(=O)N/N=C/c1cn(-c2ccccc2)nc1-c1cccnc1	2	-4
94	CCOC(=O)C1=C(C)N=c2s/c(=C\c3ccc(OC(C)=O)cc3)c(=O)n2C1c1cccc([N+](=O)[O-])c1 (stereo not given)	-3	-2
95	CN(CCC#N)C(=O)CCn1cnc2c(cnn2C(C)(C)C)c1=O	-4	-5
96	Cc1cc(C(=O)Nc2nnc(C3CCCCC3)s2)ccc1[N+](=O)[O-]	-36	4
97	CC(C)c1cccc2sc(N3CCN(C(=O)c4ccn(C)n4)CC3)nc12	1	-2

no.	GPR151 activ	FBW7 activator
89	-0.1	-0.3
90	0.3	-0.2
91	0.3	-0.1
92	-2.0	0.3
93	0.7	0.1
94	-0.7	0.0
95	-0.1	-0.1
96	-0.4	-0.1
97	-2.1	0.2

# Bioassay records deposited in PubChem BioAssay by The Scripps Research Institute Molecular Screening Center.

# Not a hit list; about 3.4% have a hit in one of these screens.
